TRPM1 prom inh – inhibitors of MITF-dependent TRPM1 promoter reporter, primary screen, cell-based, SK-MEL-5, single point, luciferase; 0.83% of 330,000 active; inhibition, % at 12.5 µM; SK-MEL-5 TRPM1 promoter luciferase, 24 h;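 active = mean inhibition across replicates of 60% or more, whatever share of single replicates reaches that level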; note: values of inactives mirror those of a sister screen read the other way
C8 TRAIL sens – viability loss with TRAIL in NB7+C8 cells, primary screen, TRAIL sensitizer project, cell-based, ATPlite luminescence; inhibition (viability loss, TRAIL sensitization), % at 10 µM; 1% of 360,000 active;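 active = compounds causing at least 50% loss of cell viability in the single-dose screen, relative to plate controls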
NR2E3 ag-1 – inhibitors of NR2E3-RetCOR corepressor binding, primary screen, NR2E3 agonist project, biochemical, TR-FRET, GST-NR2E3, biotin-RetCOR; 1536-well; 0.12% of 320,000 active; inhibition of corepressor binding, % at 4.78 µM; AID 2300, 2010;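 active = percent inhibition above the cutoff of mean plus 3 SD of all tested compounds, set per screening campaign, cut at about 20% in these data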;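 note: 0% = DMSO wells and 100% = biotin wells as full block of FRET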
Target sequence (Q9Y5X4 whole entry, looked up): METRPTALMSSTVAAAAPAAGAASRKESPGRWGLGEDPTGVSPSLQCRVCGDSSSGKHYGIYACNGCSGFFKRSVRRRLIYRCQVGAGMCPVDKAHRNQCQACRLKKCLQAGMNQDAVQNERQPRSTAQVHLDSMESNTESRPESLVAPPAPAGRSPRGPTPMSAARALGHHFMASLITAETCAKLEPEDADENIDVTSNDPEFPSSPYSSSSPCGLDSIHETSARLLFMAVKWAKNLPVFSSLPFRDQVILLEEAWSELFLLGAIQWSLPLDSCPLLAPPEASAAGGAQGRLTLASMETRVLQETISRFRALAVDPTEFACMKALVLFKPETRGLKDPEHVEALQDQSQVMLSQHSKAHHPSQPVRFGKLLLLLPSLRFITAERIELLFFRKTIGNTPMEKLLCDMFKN
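System: GST-tagged NR2E3 plus biotinylated RetCOR corepressor; Amount: 1.35 nM GST-tagged NR2E3 final; Dosing: single nominal compound dose of 4.8 µM; Schedule: 5 h incubation at 4 °C; Technique: TR-FRET with europium anti-GST and streptavidin-D2, 340 nm excitation; Controls: biotin wells as high control, 0.6% DMSO wells as low control.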
EBV LMP1 NFkB – EBV LMP1-driven NF-kappaB luciferase reporter inhibitors, primary screen, cell-based, luminescence, single point; LMP1-induced NF-kappaB luciferase reporter cells; inhibition, % at 12.5 µM; 0.69% of 350,000 active; AID 504558, 2011; in the data active = inhibition above about 41%;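 note: 0% = neutral control wells and 100% = reference inhibitor control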
hiPSC survival – enhancers of single-cell hiPSC survival, primary screen, ATPlite luminescence; 100% = ROCK inhibitor wells, 0% = DMSO; AID 602274, 2012; 0.044% of 360,000 active; survival enhancement, % at 20 µM; in the data active = survival enhancement above about 18%;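 note: cells exposed to compounds for 16 hours before the ATP read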
Peg3 prom inh – Peg3 promoter-driven luciferase inhibitors, primary screen, cell-based, HeLa, luciferase luminescence; HeLa PEG-Prom luciferase reporter, overnight; inhibition, % at 20 µM; 1.7% of 360,000 active; AID 588405, 2011;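 active = inhibition of at least 50% at 20 µM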
CF NFkB block – inhibitors of PAF-induced NF-kB signaling, primary screen, cell-based, GFP fluorescence, uHTS | inhibition, % at 5 µM | 0.86% of 360,000 active | KKLEB NF-kB-GFP reporter, GFP fluorescence overnight;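 active = at least 50% inhibition at 5 µM, scaled per plate between neutral and stimulator controls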;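 note: PAF is a Pseudomonas aeruginosa culture filtrate used as stimulus; plate controls were PAF-stimulated DMSO wells for no effect and unstimulated DMSO wells for full effect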
KKLEB cytotox – cytotoxicity in KKLEB CF airway cells, primary screen, cytotoxicity control for CF NF-kB inhibitor project, cell-based, uHTS, fluorescence assay plates; activity change (cytotoxicity), % at 5 µM; 0.36% of 360,000 active; AID 602141, 2011; KKLEB CF airway cells viability, ATPlite luminescence, overnight; active compounds read low; cells stimulated with P. aeruginosa culture filtrate;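 active = corrected activity change at or below -50% at 5 µM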
HIF-2a inh – HIF-2a reporter inhibitors, primary screen, luminescence, 786-0 RCC cells. 786-0 RCC cells HIF-2a reporter, luciferase luminescence, overnight. inhibition, % at 18.8 µM. 0.72% of 360,000 active;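 active = inhibition of the luminescence signal of 40% or more relative to plate controls, in a single-dose primary screen at 18.75 µM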
Shn3 inh set2 – reduction of Shn3 3'UTR firefly luciferase signal, primary screen, Schnurri-3 inhibitor project, cell-based, Clone20 osteoblasts, set 2. 0.52% of 360,000 active. inhibition, % at 12.5 µM. AID 588674, 2011. Clone20 osteoblast Shn3 3'UTR firefly luciferase, 24 h;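 active = mean inhibition of at least 75% with every replicate also reaching 75%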;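 note: 0% = median of neutral control wells and 100% = pilot-screen positive control compound; some compounds past the cut are filed as inactive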
NR2E3 ag-2 – NR2E3 agonists in two-hybrid cells, primary screen, cell-based, luminescence, CHO-S, Gal4-NCOR/VP16-NR2E3 | Photoreceptor-specific nuclear receptor (Homo sapiens), Q9Y5X4 | luciferase | inhibition of corepressor binding, % at 3.98 µM | 0.35% of 360,000 active | AID 602229, 2012;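 active = inhibition above the mean of all tested compounds plus 3 SD, cut at about 70% in these data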;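 note: 0% = DMSO with NR2E3 transfected cells and 100% = cells lacking NR2E3 construct; higher means lower luciferase signal from less NR2E3 corepressor binding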
* hit, by the source's call; nt = not tested or not shown. This is a subset; count on the stated rates, not on these rows.

SMILES	TRPM1 prom inh	C8 TRAIL sens	NR2E3 ag-1	EBV LMP1 NFkB	hiPSC survival	Peg3 prom inh	CF NFkB block	KKLEB cytotox	HIF-2a inh	Shn3 inh set2	NR2E3 ag-2
O=C(NCc1ccccn1)c1cccc(S(=O)(=O)Nc2ccc(SC(F)F)cc2)c1	-19	-6	-3	-2	0.9	3	-23	3	2	4	23
Cc1ccc(C(=O)C(C)OC(=O)C2CC(=O)N(C3CCCCC3)C2)cc1 (stereo unspecified)	-1	3	0	-1	1.2	10	9	4	8	-1	-2
COc1ccccc1NC(=O)c1ccc(NC(=O)CSc2ncn[nH]2)cc1	17	-2	0	-6	-1.7	10	4	1	14	-17	0
N=c1c2c(ncn1Cc1ccco1)Oc1ccc3ccccc3c1C2c1ccccc1 (stereo unspecified)	20	-39	2	-1	-1.9	57*	17	-23	13	31	-11
Cc1ccccc1-n1nnnc1SCC(=O)c1c(N)n(C)c(=O)n(C)c1=O	3	-3	1	-1	-0.7	15	1	-13	4	-1	15
CC(NC(=O)CSc1ncccn1)c1ccc2c(c1)OCO2 (stereo unspecified)	8	-25	nt	-2	-0.6	-32	9	-20	9	5	10
CC(=O)c1sc(NS(=O)(=O)c2ccc(C)cc2)nc1-c1ccccc1	5	-21	-62	6	-0.6	14	-22	8	2	2	-45
COc1ccccc1C(=O)Nc1cccc(C(=O)N2CCOCC2)c1	3	-20	0	-7	-0.6	14	-4	6	-5	-17	6
Cc1cc(C(=O)N/N=C/c2ccc3ccccc3c2)n[nH]1	-45	36	nt	-11	-0.4	-116	27	2	-140	-39	5
COc1cccc(CN2CCNC(=O)C2CC(=O)N(C)C2CCOCC2)c1OC (stereo unspecified)	10	12	2	-4	-0.5	-3	9	-5	21	-7	-2
CC(=O)N1CCN(Cc2nc3cc(NC(=O)Cn4nc(C)c5ccccc5c4=O)ccc3n2C)CC1	-14	-10	3	13	-0.6	6	-5	3	1	0	-7
NS(=O)(=O)c1ccc(NNC(=O)c2sccc2Cl)cc1	0	1	1	-9	2.4	-11	2	-8	6	nt	-31
O=C(Cc1ccccc1)N1CCC(O)(c2cccnc2)CC1	8	-1	-4	-8	0.3	-6	-4	-4	13	-12	-23
O=c1c2cc(N3CCOCC3)ccc2[nH]c(=S)n1Cc1ccc(Cl)cc1	-61	3	-1	-6	1.6	-161	-22	9	-194	-50	-43
COc1cc(C)c(NC(=S)Nc2cccc(Cl)c2)cc1OC	-5	-8	-1	9	-1.1	0	-1	4	7	-2	-11
CC(=O)c1ccc(NC(=O)c2cnn3ccccc23)cc1	nt	3	2	35	-1.2	25	-25	15	75*	80	-74
CCc1nc2ccc(C(=O)Nc3cccc(NS(C)(=O)=O)c3)cn2c1N(C=O)CCC(C)C	nt	-18	nt	nt	2.2	13	-5	-5	2	39	1
Brc1cccc(-c2nnc3n2CCC3)c1	-8	5	5	-2	-0.6	0	2	4	7	-7	-8
CC(=O)Nc1ccccc1Sc1ccccc1	1	-8	0	-14	-2.1	9	4	1	17	13	-2
O=C(NCCc1c[nH]c2ccccc12)c1ccc(F)cc1F	-46	9	0	-34	-0.2	-263	8	4	-206	-104	-86
COc1cc(C=NNC(=O)c2ccc(NS(=O)(=O)c3cccs3)cc2)cc(Br)c1O	-8	-11	nt	-3	-1.7	1	-6	-4	13	-6	-34
c1ccc(C2CNCCc3ccccc32)cc1 (stereo unspecified)	1	0	-5	-8	0.1	0	-8	6	18	-34	-44
O=C(/C=C/c1ccccc1[N+](=O)[O-])N1CCN(c2ccccc2F)CC1	-15	-5	1	-16	1.0	-26	7	-15	-49	11	-64
CC1=CC(c2ccccc2)n2nnnc2N1 (stereo unspecified)	-3	9	2	-7	0.4	17	-4	1	17	nt	-31
CCn1c(=O)cc(SCC(=O)NCc2ccc(C)o2)c2ccccc21	18	9	1	-13	-1.4	7	15	-17	9	-3	-156

14 of these compounds, reformatted:
Under each structure: TRPM1 prom inh, C8 TRAIL sens, NR2E3 ag-1, EBV LMP1 NFkB, hiPSC survival, Peg3 prom inh, CF NFkB block, KKLEB cytotox, HIF-2a inh, Shn3 inh set2, NR2E3 ag-2
> O=C(NCc1ccccn1)c1cccc(S(=O)(=O)Nc2ccc(SC(F)F)cc2)c1
→ -19, -6, -3, -2, 0.9, 3, -23, 3, 2, 4, 23
> Cc1ccc(C(=O)C(C)OC(=O)C2CC(=O)N(C3CCCCC3)C2)cc1 (stereo unspecified)
→ -1, 3, 0, -1, 1.2, 10, 9, 4, 8, -1, -2
> COc1ccccc1NC(=O)c1ccc(NC(=O)CSc2ncn[nH]2)cc1
→ 17, -2, 0, -6, -1.7, 10, 4, 1, 14, -17, 0
> N=c1c2c(ncn1Cc1ccco1)Oc1ccc3ccccc3c1C2c1ccccc1 (stereo unspecified)
→ 20, -39, 2, -1, -1.9, 57*, 17, -23, 13, 31, -11
> Cc1ccccc1-n1nnnc1SCC(=O)c1c(N)n(C)c(=O)n(C)c1=O
→ 3, -3, 1, -1, -0.7, 15, 1, -13, 4, -1, 15
> CC(NC(=O)CSc1ncccn1)c1ccc2c(c1)OCO2 (stereo unspecified)
→ 8, -25, nt, -2, -0.6, -32, 9, -20, 9, 5, 10
> CC(=O)c1sc(NS(=O)(=O)c2ccc(C)cc2)nc1-c1ccccc1
→ 5, -21, -62, 6, -0.6, 14, -22, 8, 2, 2, -45
> COc1ccccc1C(=O)Nc1cccc(C(=O)N2CCOCC2)c1
→ 3, -20, 0, -7, -0.6, 14, -4, 6, -5, -17, 6
> Cc1cc(C(=O)N/N=C/c2ccc3ccccc3c2)n[nH]1
→ -45, 36, nt, -11, -0.4, -116, 27, 2, -140, -39, 5
> COc1cccc(CN2CCNC(=O)C2CC(=O)N(C)C2CCOCC2)c1OC (stereo unspecified)
→ 10, 12, 2, -4, -0.5, -3, 9, -5, 21, -7, -2
> CC(=O)N1CCN(Cc2nc3cc(NC(=O)Cn4nc(C)c5ccccc5c4=O)ccc3n2C)CC1
→ -14, -10, 3, 13, -0.6, 6, -5, 3, 1, 0, -7
> NS(=O)(=O)c1ccc(NNC(=O)c2sccc2Cl)cc1
→ 0, 1, 1, -9, 2.4, -11, 2, -8, 6, nt, -31
> O=C(Cc1ccccc1)N1CCC(O)(c2cccnc2)CC1
→ 8, -1, -4, -8, 0.3, -6, -4, -4, 13, -12, -23
> O=c1c2cc(N3CCOCC3)ccc2[nH]c(=S)n1Cc1ccc(Cl)cc1
→ -61, 3, -1, -6, 1.6, -161, -22, 9, -194, -50, -43

(more compounds)
SMILES	TRPM1 prom inh	C8 TRAIL sens	NR2E3 ag-1	EBV LMP1 NFkB	hiPSC survival	Peg3 prom inh	CF NFkB block	KKLEB cytotox	HIF-2a inh	Shn3 inh set2	NR2E3 ag-2
O=C(NCCc1ccccc1)/C(=N\O)c1ccccc1	-84	18	4	-17	4.3	-195	-1	3	-200	nt	-91
Cc1nonc1C(=O)N/N=C/c1cc2c(cc1Br)OCO2	-8	-3	-2	6	-0.1	-2	11	-1	-26	-12	20
O=C(c1cccs1)N1C[C@@H](n2cc(C3CC3)nn2)[C@H](O)C[C@@H]1c1ccc(Cl)cc1	nt	-3	nt	4	2.2	10	-7	-9	-1	-15	-8
CCOC(=O)c1csc(NC(=O)CCSc2ccccc2)n1	-4	-7	-3	-6	-2.3	-12	-2	6	-7	-8	18
COc1ccccc1N1CCN(C(=O)c2cc(=O)c3c(C)cc(C)cc3o2)CC1	-5	5	-3	5	0.9	9	23	2	21	1	-11
Cc1cccc(-n2c(SCC(=O)NCc3ccco3)nnc2-c2ccco2)c1	-1	4	5	0	-0.3	3	12	-6	14	-8	-6
O=C(Nc1ccc(S(=O)(=O)Nc2ncccn2)cc1)C1CC(=O)N(c2ccc(Cl)cc2)C1 (stereo unspecified)	nt	-5	1	0	0.3	6	-4	8	9	9	-2
O=C(CN1CCc2ccccc21)NC(=O)NCc1ccco1	1	-6	4	6	1.6	8	-7	8	4	-17	-13
C=CCOC(=O)c1cn(CC)c2nc(C)ccc2c1=O	8	-8	1	-4	-0.6	16	-4	-4	16	11	-4
CN(C)S(=O)(=O)c1ccc(Cl)c(NC(=O)COC(=O)CCSc2ccccc2)c1	6	-5	-2	5	-1.3	10	13	1	16	2	6
Cc1ccc(OCCCC(=O)N(C)CC(=O)Nc2c(C)cccc2C)cc1	nt	-3	nt	2	-0.3	-8	-7	1	-8	-3	-36
Cc1occc1-c1nnc(SCC(=O)N2CCOCC2)n1CCc1ccccc1	-10	-18	-1	-3	-1.4	16	-2	6	16	-21	-19
CC(C)c1ccc(NC(=O)CNC(=O)Cn2cnc3ccccc3c2=O)cc1	-7	-6	3	6	-2.5	-16	-5	4	6	-4	-22
COc1ccc(C(=O)NCCCNc2nc3cc(C)cc(C)c3cc2C#N)cc1	nt	4	nt	8	1.8	-48	8	-13	-22	18	-22
CCC1=NN(C(=O)CCc2ccccc2)C(O)(C(F)(F)F)C1 (stereo unspecified)	5	7	2	-5	-3.3	-4	4	3	2	16	-24
COc1cc2ccccc2cc1C(=O)N/N=C/c1ccc2c(c1)OCO2	9	24	nt	-11	-0.3	-45	18	-6	-24	2	7

From PubChem
